Assay outcomes: PubChem, several laboratories
RAM network inh = inhibitors of the yeast RAM network, primary screen, dse1pr::URA3 reporter, 5-FOA selection; S. cerevisiae dse1pr::URA3 reporter, 5-FOA growth OD615, 2 d; analog-sensitive cbk1-as2 kinase mutant strain; AID 868, 2007; 1.8% of 190,000 active; inhibition, % at 50 µM;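 active = inhibition above a set limit, 3 SD over mean compound inhibition, cut at about 8.4% in these data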;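 note: 0% = DMSO-only wells with no growth and 100% = 10 µM 1-NA-PP1 full growth; inhibition rescues growth on 5-FOA so higher OD means more RAM inhibition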
Hsp70 act = Hsp70 transcriptional activators, primary screen, cell-based, HeLa, Hsp70 promoter luciferase, luminescence, 10 µM | 0.04% of 200,000 active | activation, % at 10 µM | HeLa Hsp70 promoter luciferase reporter; scaled: vehicle 0, proteasome-inhibitor control 100% | AID 1203, 2008;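 active = activation above the mean across all tested compounds plus 3 SD, cutoff set per campaign, cut at about 5.5% in these data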;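 note: 100% = MG132 at 30 µM as the positive control and 0% = DMSO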
PMI act hi M6P = human PMI activators, high substrate, primary screen, biochemical, fluorescence intensity, near-saturating mannose 6-phosphate | Mannose-6-phosphate isomerase (Homo sapiens), P34949 | coupled PMI enzyme assay, resazurin fluorescence, 20 min; stronger effect = higher value; 1 = untreated enzyme, 0 = substrate-free blank | activation factor at 20 µM | 0.34% of 190,000 active;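 active = activation factor of 2 or more at 20 µM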
Target sequence (P34949 whole entry, looked up): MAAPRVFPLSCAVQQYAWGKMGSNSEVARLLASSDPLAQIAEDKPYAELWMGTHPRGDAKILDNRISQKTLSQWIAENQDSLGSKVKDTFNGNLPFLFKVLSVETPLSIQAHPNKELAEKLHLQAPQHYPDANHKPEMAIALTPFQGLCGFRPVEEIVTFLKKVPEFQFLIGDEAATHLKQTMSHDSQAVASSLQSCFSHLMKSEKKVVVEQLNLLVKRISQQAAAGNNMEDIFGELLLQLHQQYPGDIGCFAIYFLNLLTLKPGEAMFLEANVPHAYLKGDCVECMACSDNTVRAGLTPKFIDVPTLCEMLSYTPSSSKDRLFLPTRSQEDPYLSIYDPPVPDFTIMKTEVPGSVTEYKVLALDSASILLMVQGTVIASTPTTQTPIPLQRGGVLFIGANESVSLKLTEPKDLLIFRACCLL
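Test system: Human PMI in coupled enzyme assay | Input: 15 ng/mL PMI | Medium: HEPES-buffered pH 7.4 with magnesium and detergent | Compound: One concentration, 20 µM, in 1% DMSO | Incubation: Enzyme reaction with compound 20 min at room temperature | Detection: Diaphorase-driven resazurin-to-resorufin fluorescence, excitation 544, emission 590 nm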
HMGR II inh = inhibitors of E. faecalis class II HMGR, primary screen, biochemical, Enterococcus faecalis. purified E. faecalis HMGR, NADPH absorbance 340 nm kinetic. inhibition, % at 10 µM. 0.41% of 190,000 active. AID 1066, 2008;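 active = inhibition above a set limit, the median over all tested compounds plus 3 SD, cut at about 9.5% in these data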;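 note: enzyme runs in reverse so mevalonate oxidation gives rising NADPH absorbance; 0% = complete reaction with DMSO and 100% = background rate lacking mevalonate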
Lmaj promast = Leishmania major promastigote growth inhibition, primary screen; Leishmania major promastigotes, resazurin fluorescence viability; inhibition, % at 10 µM; 9% of 200,000 active; AID 1063, 2008; in the data active = inhibition above about 50%;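 note: promastigotes grown with compound for 44 hours at 28 °C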
PMI act = activators of human PMI, primary screen, biochemical, fluorescence intensity, near-Km mannose 6-phosphate. 0.005% of 190,000 active. AID 1214, 2008. activation factor at 20 µM. Mannose-6-phosphate isomerase (Homo sapiens), P34949. purified human PMI, coupled resazurin fluorescence, 20 min; stronger effect = higher value; 1 = vehicle control, 0 substrate-free wells;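 active = activation factor of 2 or more at 20 µM, relative to plate controls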
TNAP inh hiacc = human TNAP enzyme inhibitors, primary screen, biochemical, luminescent, high phosphate acceptor level, uHTS | AID 1135, 2008 | 0.03% of 200,000 active | purified TNAP, CDP-star luminescence, 1 M DEA | inhibition, % at 20 µM | Alkaline phosphatase, tissue-nonspecific isozyme (Homo sapiens), P05186;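 active = over 50% inhibition of tissue-nonspecific alkaline phosphatase at 20 µM in the single-dose screen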;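 note: plate controls were DMSO wells for no effect and EDTA-quenched wells as full inhibition for full effect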
S1P3 antag = S1P3 receptor antagonists, primary screen, cell-based; 0.27% of 170,000 active; inhibition, % at 4.98 µM; CHO S1P3 NFAT-BLA reporter, FRET fluorescence, antagonist mode; Sphingosine 1-phosphate receptor 3 (Homo sapiens), Q99500;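 active = inhibition above the plate cutoff, the mean inhibition of test wells on that plate plus 3 SD, cut at about 28% in these data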;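 note: cells challenged with S1P at its EC80 of 0.8 µM; blue over green emission ratio from cleaved BLA substrate after 4 h stimulation; 0% = S1P-stimulated wells and 100% = unstimulated DMSO-only wells; some compounds past the cut are filed as inactive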
Target sequence (Q99500 whole entry, looked up): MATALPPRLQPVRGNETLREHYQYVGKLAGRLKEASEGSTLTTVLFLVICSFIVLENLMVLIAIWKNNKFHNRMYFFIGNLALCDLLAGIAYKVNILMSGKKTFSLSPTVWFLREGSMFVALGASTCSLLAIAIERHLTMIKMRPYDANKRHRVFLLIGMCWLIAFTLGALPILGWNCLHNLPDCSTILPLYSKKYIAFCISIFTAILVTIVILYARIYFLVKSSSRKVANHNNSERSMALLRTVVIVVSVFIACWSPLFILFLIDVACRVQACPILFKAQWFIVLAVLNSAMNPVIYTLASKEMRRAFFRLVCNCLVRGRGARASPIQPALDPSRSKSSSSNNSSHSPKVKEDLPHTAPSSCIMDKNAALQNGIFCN
Redox H2O2 prof = compounds producing H2O2 with reducing agent – biochemical, NIH compound library profiling, artefact control for MLSCN library redox annotation, primary screen. DTT-dependent redox cycling H2O2, phenol red/HRP absorbance; 100% = 100 µM peroxide control, 0% = buffer. activation, % at 10 µM. 0.03% of 200,000 active;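 active = activation of at least 50% relative to the plate's high and low controls in the primary single-dose screen; inactive = activation below 50%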;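 note: compound incubated with DTT at 0.8 mM final as the reducing agent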
TNAP inh no acc = human TNAP enzyme inhibitors, primary screen, biochemical, luminescent, no phosphate acceptor, uHTS; 0.26% of 200,000 active; AID 1012, 2008; inhibition, % at 20 µM; Alkaline phosphatase, tissue-nonspecific isozyme (Homo sapiens), P05186; purified TNAP, CDP-star luminescence, 30 min;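 active = tissue-nonspecific alkaline phosphatase inhibition above about 50% at 20 µM in the single-dose screen, limit read from the data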;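 note: 0% = DMSO negative control and 100% = EDTA positive control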
Active calls of the source: *; nt = no result given.

SMILES	RAM network inh	Hsp70 act	PMI act hi M6P	HMGR II inh	Lmaj promast	PMI act	TNAP inh hiacc	S1P3 antag	Redox H2O2 prof	TNAP inh no acc
c1ccc2sc(SCc3ccc(-c4nnco4)cc3)nc2c1	4.8	-0.3	0.9	-1.0	-1.7	0.9	-3.5	-5.1	2.4	-10.5
CC(C)(C)c1ccc(OCCCNC2CCCC2)cc1	0.4	-0.2	1.1	-2.7	99.0*	1	-5.5	-3.9	-0.7	-11.5
O=C(COC(=O)c1ccccc1C(=O)c1ccc(Cl)c([N+](=O)[O-])c1)NC1CCCCCC1	1.4	0.3	1.1	-3.4	-3.0	1	-4.8	nt	0.2	9.1
CN(C)CC/C=C1\c2cc(F)ccc2CSc2ccccc21	-0.9	-0.5	1.1	-2.1	71.6*	1.2	3.7	-3.1	0.1	4.0
N/C(=N\OC(=O)c1ccc(Br)o1)c1ccccn1	0.8	-0.1	1.1	-4.2	-1.5	1	-3.8	-12.9	0.1	1.4
CCC(CC)C(=O)Nc1cccc(-c2nc3ccccc3o2)c1	1.8	-0.4	1.1	2.1	1.5	1.1	-7.2	61.0*	-4.2	-6.2
C#CCOCCOCCOCCNc1nc(N2CCOCC2)nc(N2CCN(C(=O)[C@H](Cc3cc4ccccc4[nH]3)n3cc([C@@H](N)Cc4ccc(O)cc4)nn3)CC2)n1	-0.5	0.1	1	-0.5	-2.2	1.2	-6.5	-0.1	-0.4	-4.2
CCN(CC)S(=O)(=O)c1cc(C(=O)OCC(=O)NC(=O)c2cccn2C)ccc1C	6.0	0.3	1	-0.6	-4.6	1	-0.8	-8.8	-0.5	-6.2
Cc1ccccc1Cn1ccc(NC(=O)c2cnn3cccnc23)n1	1.4	-0.2	0.9	-1.0	4.0	0.9	-5.4	15.3	0.9	-5.7
CCOC(=O)C1=C(N)OC2=C(C(=O)CC(C)(C)C2)C1c1ccco1 (stereo unspecified)	1.8	-0.2	1	1.5	-5.8	1	1.0	-20.1	-0.1	-5.8
COC(=O)c1c(C)oc2ccc(OC(=O)N3CCOCC3)cc12	-1.3	-0.1	1.1	-5.8	-7.2	1.1	-4.7	0.3	3.0	-12.8
CCOCc1cc(C2NC(=O)NC(C)=C2C(=O)OCC)ccc1OC (stereo unspecified)	1.7	0.1	0.9	-4.9	1.6	0.9	-3.2	-26.8	0.8	-9.8
CCOc1ccc(C(=O)NCC2CCCO2)cc1OCC (stereo unspecified)	0.3	-0.2	0.9	13.0*	-4.8	0.9	-3.0	-1.4	-0.3	-1.5
O=C(OCC(=O)N1CCc2ccccc2C1)c1cccs1	-0.3	0.1	1	3.2	-1.7	1	-2.1	-9.9	-2.0	-3.4
N/C(Cn1cncn1)=N\NC(=O)C(=O)Nc1cccc(C(F)(F)F)c1	0.6	-0.2	0.9	-0.4	-4.3	0.9	-4.8	-4.4	0.2	-120.5
CCc1ccc2c(c1)C(c1ccc([N+](=O)[O-])cc1)=NNC(c1ccc(C)cc1)=N2	4.3	-0.2	0.9	-6.8	85.0*	0.9	2.4	-5.8	-0.2	-15.7
O=C(c1cncc(Br)c1)N1CCN(c2ccc([N+](=O)[O-])cc2)CC1	4.0	-0.3	0.9	-2.4	57.2*	1	11.7	-7.3	0.3	6.6
CCN(CC)S(=O)(=O)c1ccc(C(=O)OCC(=O)N2CCN(C(=O)c3ccco3)CC2)cc1	1.4	-0.4	0.9	-2.4	-9.4	0.9	-2.0	nt	-0.3	-5.3
O=C(NCC1CCCO1)c1coc2nc3ccccc3nc12 (stereo unspecified)	-0.7	-0.1	1.1	-6.8	0.5	1	1.8	4.8	3.3	2.4
COc1ccc(Cl)cc1NC(=S)NCc1ccccn1	0.8	-0.3	1	-8.7	1.1	0.9	-0.2	-7.5	-0.1	-5.6
COc1ccc(Cc2nc(-c3ccncc3)no2)cc1	0.1	-0.3	0.9	-2.6	21.9	0.9	-4.7	-19.0	-0.4	-4.0
COc1ccc(NC(=O)CCC(=O)OC(C(=O)c2ccccc2)c2ccccc2)cc1 (stereo unspecified)	3.2	-0.2	0.9	-0.4	-3.9	0.9	-0.7	nt	-7.7	-5.8
COc1cc(C(=O)NNC(=S)NC(=O)c2ccc(Cl)cc2)cc(OC)c1OC	3.6	-0.2	1.1	-2.9	10.1	1	-1.7	-7.1	-0.6	-25.3
CCC(C)NC(=O)/C(=C/c1ccco1)c1ccccc1 (stereo unspecified)	-0.4	-0.1	0.8	-0.3	-1.7	1	-3.0	nt	1.9	-9.3

Single records, from the list above. Screens in order: RAM network inh	Hsp70 act	PMI act hi M6P	HMGR II inh	Lmaj promast	PMI act	TNAP inh hiacc	S1P3 antag	Redox H2O2 prof	TNAP inh no acc
`CCC(C)NC(=O)/C(=C/c1ccco1)c1ccccc1` (stereo unspecified) across the screens: -0.4	-0.1	0.8	-0.3	-1.7	1	-3.0	nt	1.9	-9.3
`O=C(c1cncc(Br)c1)N1CCN(c2ccc([N+](=O)[O-])cc2)CC1` across the screens: 4.0	-0.3	0.9	-2.4	57.2*	1	11.7	-7.3	0.3	6.6

Next section.
SMILES	RAM network inh	Hsp70 act	PMI act hi M6P	HMGR II inh	Lmaj promast	PMI act	TNAP inh hiacc	S1P3 antag	Redox H2O2 prof	TNAP inh no acc
COc1ccccc1NC(=O)CN1CCN(CC(=O)Nc2cc(NC(C)=O)ccc2OC)CC1	0.3	-0.3	1	5.6	3.0	1.1	0.2	-9.9	-0.2	6.7
COc1ccc(N(CC(=O)Nc2c(C)n(C)n(-c3ccccc3)c2=O)S(=O)(=O)c2ccc(F)cc2)cc1	0.4	-0.5	1	-5.1	-6.4	1	-1.8	-3.1	-0.5	-20.0
CN(C)c1ccc(NC(=O)CSCc2nc3c(nnn3Cc3ccc(F)cc3)c(=O)[nH]2)cc1	1.6	0.5	0.9	-4.5	-9.2	0.9	-2.8	-25.6	0.9	-10.3
O=C(NC1CCCCC1)C12CC3CC(CC(Cl)(C3)C1)C2	-0.5	-0.3	1	0.1	2.3	0.9	0.6	0.3	-0.1	0.9
CCCc1sc(N/N=C/c2ccccn2)nc1-c1ccc(F)cc1	3.1	-0.1	1	-4.9	96.2*	1	10.1	nt	1.7	-13.2
CC(=O)Nc1ccc(NC(=O)c2ccccc2Sc2ccc([N+](=O)[O-])cc2Cl)cc1	6.5	-0.1	1	1.5	94.2*	0.9	-0.4	-0.7	0.3	-9.8
CCc1cccc(NC(=O)CS(=O)Cc2nc(-c3ccc(C)cc3)oc2C)c1 (stereo unspecified)	2.8	0.0	0.9	-6.6	1.4	0.9	-6.6	19.3	-0.9	-17.4
CCn1c(COc2cccc(C)c2)nnc1SCC(=O)Nc1cccc(C(=O)O)c1	0.4	-0.1	1.1	-1.9	-3.4	0.9	-4.7	6.5	0.8	-14.1
CNC(=S)N/N=C/c1c(C)nn(-c2ccc(F)cc2)c1Cl	3.2	0.3	1.1	1.4	2.1	1.1	-1.7	-6.6	-0.3	-5.5
Cc1ccc(CCNC(=O)CCc2nc3ccccc3[nH]2)cc1	-0.5	-0.2	1	-5.5	35.9	0.9	-0.1	-4.6	0.2	-12.4
Cc1ccc(CNC(=O)CCCOc2cc(=O)n(C)c3ccccc23)o1	0.8	0.3	1	-0.9	2.0	1	-3.4	-8.4	-0.7	-17.9
CC(C)Sc1nc2c(c(=O)n1-c1ccc(F)cc1)SCC2	1.5	-0.5	1	1.9	12.9	0.9	-8.6	nt	0.8	-15.5
CCN1CCN(C(=O)/C=C/c2ccc3c(c2)OCO3)CC1	1.6	0.2	1	-2.5	-8.3	1	3.2	-1.5	-1.0	-1.7
COc1ccc(CCN2CN(S(=O)(=O)c3ccc(OC)cc3)c3nc4ccccc4nc32)cc1	2.5	-0.5	1.1	-1.3	85.2*	1.2	1.8	1.0	0.2	11.6
O=S(=O)(Nc1ccccc1Cl)c1ccc(F)cc1	0.3	-0.1	0.9	-1.4	-1.2	0.8	1.9	7.3	1.8	1.0
CCOC(=O)c1c(C)[nH]c(C)c1C(=O)COC(=O)c1ccc(Cl)c(S(=O)(=O)NCc2ccccc2)c1	5.2	-0.3	1	-5.8	16.5	1	0.5	nt	0.6	-13.1
CCOC(=O)N1CCN(S(=O)(=O)c2ccc(F)c(C(=O)Nc3cccc(Cl)c3C)c2)CC1	4.8	-0.6	0.9	-5.5	2.6	0.9	-2.8	-8.7	0.7	-9.6
CC1(C)N=C(c2ccccn2)C(C)(C)N1O	0.1	0.1	0.9	-5.9	-6.5	1	-1.7	nt	0.3	-4.1
O=S(=O)(c1ccc(F)cc1)c1nc(-c2ccco2)oc1Nc1ccccc1	2.3	-0.2	1.1	-1.4	3.2	1	4.1	-3.2	0.0	-13.6
CCOC(=O)c1cc2ccc(OC(=O)c3ccco3)cc2oc1=O	1.4	-0.4	1.3	2.7	-3.1	0.9	-7.3	-143.9	3.2	7.0
CCn1c(CCn2c3ccccc3c3ccccc32)n[nH]c1=S	3.9	-0.2	0.8	-1.6	8.5	1	0.0	-15.4	-0.1	-0.3
COc1ccc2cc(/C(C)=N/NC(=O)c3cc(-c4cccnc4)nc4ccccc34)ccc2c1	3.5	-0.3	1.2	3.0	-4.9	1.2	-9.4	3.1	-0.1	-0.3
O=C(CCCN1C(=O)c2cccc3cccc(c23)C1=O)N1CCN(Cc2ccc3c(c2)OCO3)CC1	0.3	-0.5	1	-8.1	53.9*	0.9	-6.2	nt	1.4	-8.2
COC(=O)c1ccc(NC(=O)CSc2nnnn2C2CCCCC2)cc1	1.4	-0.1	1	-8.7	-7.3	1.1	-2.6	nt	1.2	-6.5
O=C(CN(Cc1ccccc1)C(=O)c1ccco1)NCc1ccc(F)cc1	-0.4	-0.2	0.9	-3.1	-2.1	1	-7.4	18.4	0.0	-14.3
O=C(Nc1cc([N+](=O)[O-])ccc1Cl)c1ccc2c(c1)OCO2	0.7	0.5	1	1.4	-3.4	1	6.0	-14.2	-0.8	4.3
CCCn1c(N)c(C(=O)CSc2nc3ccccc3c(=O)n2Cc2ccccc2)c(=O)[nH]c1=O	3.8	-0.3	0.9	-2.9	30.1	0.9	-3.2	-9.0	0.2	-17.4
COCCCN(C(C)=O)c1nc(-c2ccc(OC)cc2)cs1	2.5	0.2	0.8	-2.2	0.7	0.9	1.3	6.5	-1.1	-3.5
